Screening data as filed in PubChem.
3T3 cytotox: kills NIH 3T3 cells. NIH 3T3 viability, CellTiter-Glo ATP luminescence, 48-72 h. Potency, µM (titrated, usually from 96.7 µM), for the others: at the top dose activity change, negative = cytotoxicity, most hits filed as inhibitors. 4.3% of 94,000 active. AID 1345082; further: potency means the concentration at half of the fitted maximal effect; nearly all actives have a fitted effect of over 55% in size
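Viability of NIH 3T3 cells after 48 or 72 hr compound treatment at 37 °C was assessed by CellTiter-Glo, with luminescence imaged following a 10 min room-temperature step.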
IP6K1 inh: blocks human inositol hexakisphosphate kinase 1. IP6K1 kinase, ADP-Glo luminescence, 2 h; active compounds read low. activity change, % (series mostly up to about 58 µM). 0.81% of 140,000 active; in the data active means activity change below about -25%
Target sequence (Q92551 whole entry, looked up): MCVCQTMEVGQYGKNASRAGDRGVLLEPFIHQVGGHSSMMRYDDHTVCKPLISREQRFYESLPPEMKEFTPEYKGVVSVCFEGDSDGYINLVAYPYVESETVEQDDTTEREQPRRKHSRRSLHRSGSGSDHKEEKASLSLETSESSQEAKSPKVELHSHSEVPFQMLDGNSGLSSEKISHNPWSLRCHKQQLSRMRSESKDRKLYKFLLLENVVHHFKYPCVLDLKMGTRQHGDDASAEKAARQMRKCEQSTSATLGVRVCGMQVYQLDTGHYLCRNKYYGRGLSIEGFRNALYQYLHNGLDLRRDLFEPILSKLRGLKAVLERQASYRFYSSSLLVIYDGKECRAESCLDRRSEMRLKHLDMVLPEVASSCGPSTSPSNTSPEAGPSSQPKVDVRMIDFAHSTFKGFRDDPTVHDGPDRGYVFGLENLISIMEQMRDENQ
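ADP-Glo luminescence measures ADP made by human IP6K1 during a 2 h RT reaction with ATP/IP6 (mix at 1.3 mM/130 uM); top library doses 57.5 and 19.1 uM final.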
SNCA expr inhib: reduces expression of the alpha-synuclein gene; HEK-293 SNCA-luciferase knock-in, luminescence, 24 h; AID 1671194; 0.17% of 140,000 active; Potency, µM (highest dose often 57.2 µM), for inactives: top-dose activity change, negative = inhibition, usual class: inhibitors;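 further: potency means the concentration at half of the fitted maximal effect; plate controls were DMSO cells for no effect and cell-free wells for full effect; nearly all actives have a fitted effect of over 45% in size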
HEK293 viab: counter-screen for SNCA expression inhibitors: cell viability. HEK-293-SNCA-luc viability, GF-AFC fluorescence, 24 h. Potency, µM (series often up to 57.1 µM), without a hit: at the top dose activity change, negative = cytotoxicity, actives largely listed as cytotoxic. 0.12% of 150,000 active. AID 1671193;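 further: potency means the concentration at half of the fitted maximal effect; 0% = DMSO-treated cells and -100% = medium-only wells without cells; nearly all actives have a fitted effect of over 30% in size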
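HEK-293-SNCA-luc cells (1500/well) plated 24 h, then exposed 24 h to a dilution series; GF-AFC added 30 min at 37C, fluorescence 405/540 nm; normalised to medium-only and DMSO wells, Hill fit.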
GPT2 inh: blocks human glutamate pyruvate transaminase 2; 0.25% of 100,000 active; Q8TD30; AID 1671188; Recombinant GPT2, coupled pyruvate oxidase/HRP Amplex Red fluorescence; Potency, µM (top dose mostly 57.7 µM), without a hit: top-dose activity change, negative = inhibition, actives largely listed as inhibitors; further: potency means the concentration at half of the fitted maximal effect; nearly all actives have a fitted effect of over 60% in size; many of its hits are not listed in these tables
Target sequence (Q8TD30 whole entry, looked up): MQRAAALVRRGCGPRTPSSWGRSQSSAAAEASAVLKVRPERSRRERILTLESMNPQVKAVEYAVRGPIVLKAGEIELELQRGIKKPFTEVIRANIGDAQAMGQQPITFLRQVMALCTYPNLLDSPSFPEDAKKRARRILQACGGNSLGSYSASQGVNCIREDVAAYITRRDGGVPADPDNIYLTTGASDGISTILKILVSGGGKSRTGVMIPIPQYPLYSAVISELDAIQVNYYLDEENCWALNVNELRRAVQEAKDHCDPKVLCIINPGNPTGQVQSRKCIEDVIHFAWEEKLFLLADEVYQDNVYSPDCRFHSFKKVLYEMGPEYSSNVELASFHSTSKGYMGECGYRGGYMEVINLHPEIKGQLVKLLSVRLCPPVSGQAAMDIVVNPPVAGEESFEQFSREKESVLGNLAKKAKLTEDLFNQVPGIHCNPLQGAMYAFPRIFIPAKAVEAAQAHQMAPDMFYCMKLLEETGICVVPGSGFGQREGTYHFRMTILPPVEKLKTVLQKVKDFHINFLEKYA
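GPT2 10ng/uL, a-KG 250uM, L-Ala 2mM, HEPES pH7.5 + 0.0001% Tween; 30 min RT. Then Amplex mix (PO/HRP/ThPP), 30 min RT dark, fluorescence. AOA 50uM used as positive control.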
FLuc inh: blocks purified firefly luciferase enzyme activity. purified P. pyralis luciferase, luminescence, biochemical. P08659. Potency, µM (series often up to 115 µM), for inactives: at the top dose activity change, negative = inhibition, actives largely listed as inhibitors. 2.5% of 76,000 active; further: potency means the concentration at half of the fitted maximal effect; nearly all actives have a fitted effect of over 65% in size
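Biochemical qHTS: compound (6-point titration) added to 10uM D-luciferin plus 10uM ATP in Tris acetate pH 7.5 buffer with Mg, Tween-20 and BSA, then purified enzyme at 10nM; light output imaged.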
HEK293 tox: kills HEK 293 cells; HEK 293 viability, ATP luminescence (CellTiter-Glo), 48-72 h; Potency, µM (titrated, usually from 115 µM), for the others: at the top dose activity change, negative = cytotoxicity, usual class: inhibitors; 6.6% of 94,000 active; AID 1345083; further: potency means the concentration at half of the fitted maximal effect; nearly all actives have a fitted effect of over 60% in size
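Pintool-delivered compounds were incubated with HEK 293 cells (250 cells/well) at 37 degree Celsius for 48 or 72 hr. ATP-dependent luminescence (CellTiter-Glo) then reported remaining viable cells.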
* marks the source's active call; other numbers are inactive results; i = inactive; ? = inconclusive; . = no result given; & = joins results of further samples; ! = a repeat was not active; [ ] = dose if it differs, or a comment. Unless noted, the call rests on the fitted dose curve; in most records, active means well fitted curve in the direction sought with a large enough effect; inconclusive means small, poorly fitted or top-dose-only effect, or another doubt; inactive means no such curve, though single readings can be large; an effect the other way counts as inactive or inconclusive. Unless noted, on the % scale 0 is the no-effect control and ±100 the full control effect. These rows are one share of the data; the hit share may differ from the screen's.

SMILES	3T3 cytotox	IP6K1 inh	SNCA expr inhib	HEK293 viab	GPT2 inh	FLuc inh	HEK293 tox
CC(C)[S+](=O)([O-])N1CCC2OCCN(Cc3ccccc3F)C(=O)C2C1 (stereo not drawn)	i	1.0	28.0%[87.6 µM]	-1.2%[87.6 µM]	-29.2%[88.5 µM]	0.0%[172 µM]	?
FC(F)(F)c1ccc(CN2CCC3(CC(c4cccc(C(F)(F)F)c4)=NO3)C2)cc1 (stereo not drawn)	?	-5.4	-7.5%	-0.1%	-0.8%	.	?
Cc1noc(/C=C/c2ccccc2F)c1S(=O)(=O)N1CCC(C(=O)NCC(C)c2ccccc2)CC1 (stereo not drawn)	.	1.1	-19.7%	3.9%	.	.	.
CC(C)c1noc(-c2cn(C3CCN(C(=O)c4cccc(F)c4)CC3)nn2)n1	-18.5%	-2.6	-23.0%	5.6%	i	12.3%	?
CC1=C[C@@H](CNC(=O)NCc2ccccc2)[C@H](C(C)C)C[C@H]1CC(=O)N1CCN(C)CC1	-1.1%	-2.6	-17.2%	-5.2%	i	8.2%	-10.3%
Cc1csc2nc(-c3cccc(NC(=O)c4ccccc4Cl)c3)cn12	.	-7.4	46.6%	-7.2%	.	.	.
COc1ccc(CCNC(=O)c2ccc3nnc(C4CCOCC4)n3c2)cc1	-33.5%	-0.4	.	.	.	.	-6.5%
O=C(CN1C(=O)COc2ccc(S(=O)(=O)NC3CCCC3)cc21)NCc1ccccc1Cl	.	12.6	?	-11.2%	.	.	.
NC(=O)Cn1ccc2cc(OCC3CCN(c4cc(NC5CC5)ncn4)CC3)cnc21	?	-11.1	-26.9%[87.6 µM]	-19.8%[87.6 µM]	0.6%[88.5 µM]	?	25.1µM*
COC(=O)CC1CCN(C(=O)C[C@H]2NC(=O)c3ccccc3NC2=O)CC1	i	7.4	-5.1%	-5.8%	?	9.2%	7.4%
COc1cccc(N2C(=O)NC(=NC3CCCC3)C23CCCN([S+](=O)([O-])c2cccs2)C3)c1 (stereo not drawn)	-2.5%	-18.6	-14.6%	-2.2%	0.7%	.	0.1%
COc1ccc(NC(=O)Cn2c(-c3ccc(Cl)cc3)nc(C)c(CCO)c2=O)cc1	-16.8%	0.1	-7.6%	-11.1%	-4.2%	3.5%	?
CC(C)C1=NOC2(CCN(CC3CC3)CC2)C1	i	-16.7	-18.9%[87.6 µM]	-1.0%[87.6 µM]	-4.4%[88.5 µM]	.	i
Cc1ccsc1C(=O)N1CCC2(CC1)CC(N(C(=O)c1ccccc1)C1CC1)CCO2 (stereo not drawn)	?	-11.8	-7.6%	3.5%	0.2%	-8.6%	50.1µM*
COC(=O)N(C)Cc1cccc(N2CCN([S+](=O)([O-])c3c(Cl)cccc3Cl)CC2)c1F	?	2.9	.	.	.	.	14.1µM*
CC1CCCCN1CC(=O)N1CCCc2c1c(=O)oc1ccc(OCc3ccccc3)cc21 (stereo not drawn)	.	-17.3	?	-3.0%	.	.	.
COc1ccc(OC)c(-c2noc(Nc3cccc(F)c3)n2)c1	-12.0%	-8.5	34.1%[activator]	1.3%	i	-3.0%	?
O=C(NCCc1ccc(F)cc1)c1cc(-c2cccs2)c2cccn2n1	?	4.6	1.8%	-10.2%	-10.8%	.	?
Nc1ncnc2c1ncn2[C@@H]1O[C@H](CO)C[C@@H]1O	.	.	21.8%	-4.0%	i	.	.
COc1ccc(CNC(=O)c2nc3cccnc3n(Cc3ccc(OC)cc3)c2=O)cc1	?	-3.4&5.0	-5.3%&24.9%	-2.7%[12.5 µM]	-6.8%	.	79.4µM*!
COc1ccc(-c2nc(C3CC(=O)N(C4CCCCC4)C3)no2)cc1 (stereo not drawn)	?	-5.0	?	-9.0%	-0.9%	-0.2%	?
O=C(NCc1ccccc1)C1=NO[C@@H]2CN(Cc3ccc(F)c(F)c3)C[C@H]12	?	5.9	-22.9%[87.6 µM]	4.9%[87.6 µM]	-11.4%[88.5 µM]	5.9%[172 µM]	?
COc1ccc(OC2CCN(C(C)=O)CC2)c(C(=O)NCc2snnc2C)c1	?	-1.9	-0.8%	0.5%	i	4.7%	-2.4%
CC(=O)NC1CCN(c2ccc3nnc(-c4ccccc4)n3n2)CC1	-26.9%[138 µM]	-7.7	.	.	.	.	-10.5%[172 µM]
Cc1cc(O)c(C(C)C)cc1O[C@@H]1O[C@H](CO)[C@@H](O)[C@H](O)[C@H]1O	.	2.7	.	-7.3%	i	.	.
Cc1ccccc1Cc1c(C)nc2nc(SCC(=O)NCCc3ccc(Cl)cc3)nn2c1C	.	-6.8	-7.7%	5.2%	.	.	.
Cc1nc2ccc(S(=O)(=O)CCC(=O)Nc3ccc(C(C)C)cc3)cc2s1	.	3.3	-14.4%	8.1%	.	.	.
O=C(C1CCN(c2nccc(Nc3ccccc3F)n2)CC1)N1CCCCC1	?	10.6	9.7%	4.6%[12.5 µM]	i	.	?
Cn1c(CCNC(=O)C2CC(=O)N(c3n[nH]c4ccccc34)C2)nc2ccccc21 (stereo not drawn)	3.6%	29.7	0.3%	3.4%	-2.0%	0.0%	-2.3%
CCc1cc(=O)n(CC(=O)Nc2ccc(C)c(F)c2)c(N2CCOCC2)n1	-23.5%	12.9	-3.2%	-3.1%	i	-1.9%	3.0%
COc1ccc(N=C2S[C@H]3[C@H]([C@@H](O)[C@H](O)C[C@@H]3C(N)=O)N2Cc2cccs2)cc1	-9.8%[174 µM]	3.1	-22.0%[87.6 µM]	-7.8%[87.6 µM]	1.7%[88.5 µM]	-0.7%[172 µM]	0.3%[172 µM]
C#CCn1c(/C=C/c2ccc(Cl)cc2)nc2ccccc21	.	-19.7	-67.2%	-24.5%	.	.	.
CCCn1cc2c3c(cccc31)CN(C(=O)Cc1ccc(OC)cc1)CC2	?	9.7	-28.1%	-13.4%	-5.1%	-8.3%	?
Cc1ccc(NCc2cccn2-c2nnc(N3CCC(C(=O)NCCc4ccc(Cl)cc4)CC3)s2)cc1	.	-25.2*	?	-8.0%	.	.	.
CCc1ccc2occ(CC(=O)N(Cc3ccc(N(C)C)cc3)C3CCS(=O)(=O)C3)c2c1 (stereo not drawn)	.	-11.9	-14.9%	-4.2%	.	.	.
COC(=O)c1n[nH]c2c1CN(C(=O)[C@H]1CCC[C@@H](O)C1)CC2	i	6.3	-8.4%	6.5%	i	-3.2%	i

A different layout for some results above.
SMILES | 3T3 cytotox | IP6K1 inh | SNCA expr inhib | HEK293 viab | GPT2 inh | FLuc inh | HEK293 tox
Cc1nc2ccc(S(=O)(=O)CCC(=O)Nc3ccc(C(C)C)cc3)cc2s1 | . | 3.3 | -14.4% | 8.1% | . | . | .
O=C(C1CCN(c2nccc(Nc3ccccc3F)n2)CC1)N1CCCCC1 | ? | 10.6 | 9.7% | 4.6%[12.5 µM] | i | . | ?
Cn1c(CCNC(=O)C2CC(=O)N(c3n[nH]c4ccccc34)C2)nc2ccccc21 (stereo not drawn) | 3.6% | 29.7 | 0.3% | 3.4% | -2.0% | 0.0% | -2.3%
CCc1cc(=O)n(CC(=O)Nc2ccc(C)c(F)c2)c(N2CCOCC2)n1 | -23.5% | 12.9 | -3.2% | -3.1% | i | -1.9% | 3.0%
COc1ccc(N=C2S[C@H]3[C@H]([C@@H](O)[C@H](O)C[C@@H]3C(N)=O)N2Cc2cccs2)cc1 | -9.8%[174 µM] | 3.1 | -22.0%[87.6 µM] | -7.8%[87.6 µM] | 1.7%[88.5 µM] | -0.7%[172 µM] | 0.3%[172 µM]
C#CCn1c(/C=C/c2ccc(Cl)cc2)nc2ccccc21 | . | -19.7 | -67.2% | -24.5% | . | . | .
CCCn1cc2c3c(cccc31)CN(C(=O)Cc1ccc(OC)cc1)CC2 | ? | 9.7 | -28.1% | -13.4% | -5.1% | -8.3% | ?
Cc1ccc(NCc2cccn2-c2nnc(N3CCC(C(=O)NCCc4ccc(Cl)cc4)CC3)s2)cc1 | . | -25.2* | ? | -8.0% | . | . | .
CCc1ccc2occ(CC(=O)N(Cc3ccc(N(C)C)cc3)C3CCS(=O)(=O)C3)c2c1 (stereo not drawn) | . | -11.9 | -14.9% | -4.2% | . | . | .
COC(=O)c1n[nH]c2c1CN(C(=O)[C@H]1CCC[C@@H](O)C1)CC2 | i | 6.3 | -8.4% | 6.5% | i | -3.2% | i

Continuation.
SMILES	3T3 cytotox	IP6K1 inh	SNCA expr inhib	HEK293 viab	GPT2 inh	FLuc inh	HEK293 tox
O=C(c1ccoc1)N1CCC2(CC1)CN(C1CCC1)CC2CO (stereo not drawn)	i	3.5	6.5%	2.0%[12.5 µM]	i	-4.7%	-8.1%
O=C(C1CCN(c2nc(-c3ccccc3)nc3c2CCC3)CC1)N1CCNCC1	?	0.0	-9.4%	?	-6.0%	-0.6%	?
CCOC(=O)C(Cc1ccc(Cl)c(N2CCN(C(=O)OC(C)(C)C)CC2)c1)OC (stereo not drawn)	?	14.5	.	.	.	.	?
C=C1C(=O)OC2C=C(C)CC/C=C(\CO)CC(O)C12 (stereo not drawn)	.	-1.9	.	-7.4%	i	.	.
Cc1ccc(S(=O)(=O)N2CCC[C@H]2c2ccc(F)cc2)cc1	.	5.7	.	-19.7%	-27.1%	.	.
CNC(=O)c1nc2sccn2c1Br	-14.0%[138 µM]	13.8	6.1%[87.6 µM]	4.4%[87.6 µM]	i	2.7%[172 µM]	-18.7%[172 µM]
CCCOc1ccccc1C(=O)Nc1ccc(-c2nc3ccc(C)cc3s2)cc1	.	-16.4	-29.3%	7.9%	.	.	.
O=C(Nc1ccccc1)C1CCN(C(=O)c2ncn3c2COC(c2ccc(F)cc2)C3)CC1 (stereo not drawn)	-1.9%	0.0	16.3%	3.0%	1.2%	?	4.4%
CC1CCC(NC(=O)CCc2cn(Cc3ccccc3Cl)c3ccccc23)CC1 (stereo not drawn)	.	-5.0	41.0%[activator]	16.8%	.	.	.
COc1ccc(CCNC(=O)c2cn3cc(-c4cccc(OC)c4)sc3n2)cc1	?	12.1	16.1%	-10.7%	-5.3%	.	?
Cc1cc(C(=O)NC2CCCc3c2[nH]c2ccccc32)c2c(C)noc2n1 (stereo not drawn)	?	-4.6	-22.6%	-7.6%	-11.2%	-3.5%	?
O=C(N[C@@H]1CCC[C@@H]1C(=O)NCc1ccc(OC(F)(F)F)cc1)c1ccncc1	-21.8%	-2.9	11.0%	-4.1%	i	-6.8%	-13.2%
CC(C)n1cc2cc(C(=O)NCCc3ccncc3)sc2c1	-22.9%	0.7	-8.4%	0.5%	i	-3.8%	-2.7%
C[C@H]1CN(C(=O)c2nn(C)c3ccccc23)C[C@@H]1c1nc(-c2cccnc2)no1	?	-3.6	1.6%	-1.4%	3.1%	11.0%	?
Cc1cn2c(=O)cc(COc3cc(C)c(Cl)c(C)c3)nc2s1	.	-8.2	5.4%	2.5%	.	.	.
CC(C)Cc1nc2nccc(-c3ccccn3)n2n1	1.2%	-1.3	-7.3%	8.9%	i	-8.1%	7.9%
